# Yeast superoxide = lowers age-related superoxide in aged yeast cells. S. cerevisiae aged cells, superoxide DHE fluorescence; active compounds read low. superoxide response (% of plate mean), % at 10 µM. 330,000 compounds, 0.18% hits. AID 2690;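 active = superoxide response under a set limit, about three screen SD below normal, cut at about 65% in these data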;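 also: yeast aged for seven days with compound at 30 °C before DHE staining; 100% = average MFI of all compound-treated wells on the plate with controls excluded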
# GRK2 aptamer HTS = human GRK2 inhibition via aptamer displacement. bead flow cytometry, FAM-aptamer displacement from GRK2. inhibition of aptamer binding, % at 10 µM. P25098. 330,000 compounds, 0.59% hits;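 active = inhibition of aptamer binding above 40%, roughly 3 SD of noise, on plates passing a quality check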;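 also: median bead fluorescence of bound FAM aptamer so fluorescent compounds give negative values; no value below 0 was filed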
# Target sequence (P25098 whole entry, looked up): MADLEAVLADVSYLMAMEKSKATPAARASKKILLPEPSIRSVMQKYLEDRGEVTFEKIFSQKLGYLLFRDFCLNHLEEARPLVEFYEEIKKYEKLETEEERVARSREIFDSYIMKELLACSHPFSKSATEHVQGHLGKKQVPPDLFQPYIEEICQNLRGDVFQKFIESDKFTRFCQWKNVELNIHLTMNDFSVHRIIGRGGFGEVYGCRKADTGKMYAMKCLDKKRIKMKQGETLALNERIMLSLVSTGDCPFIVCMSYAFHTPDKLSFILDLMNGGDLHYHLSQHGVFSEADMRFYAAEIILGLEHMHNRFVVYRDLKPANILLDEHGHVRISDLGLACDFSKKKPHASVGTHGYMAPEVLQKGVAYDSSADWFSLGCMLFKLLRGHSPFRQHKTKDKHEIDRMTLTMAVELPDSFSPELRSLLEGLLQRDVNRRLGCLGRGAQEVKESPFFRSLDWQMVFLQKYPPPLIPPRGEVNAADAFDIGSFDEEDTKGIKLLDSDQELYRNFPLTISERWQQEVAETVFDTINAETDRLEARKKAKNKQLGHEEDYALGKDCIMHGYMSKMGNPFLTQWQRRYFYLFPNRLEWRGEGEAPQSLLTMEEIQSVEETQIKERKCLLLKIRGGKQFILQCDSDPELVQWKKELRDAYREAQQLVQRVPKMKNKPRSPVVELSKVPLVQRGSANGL
# LAP4-GFP MLPCN = alters LAP4-GFP fluorescence in TOR pathway yeast screen. S. cerevisiae LAP4-GFP multiplex, flow cytometry GFP, 3 h; median GFP as percent of DMSO wells. GFP response vs DMSO, % at 10 µM. 320,000 compounds, 0.34% hits. AID 2023;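 active = GFP response vs DMSO above a set limit, about the screen mean plus 3 SD, cut at about 150% in these data; inconclusive = under 70 cell events counted for the yeast strain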
# CIT2 TOR yeast = yeast TOR pathway CIT2-GFP modulation; S. cerevisiae CIT2-GFP strain, flow cytometry, 3 h; 100 means same as DMSO wells; GFP response vs DMSO, % at 10 µM; 320,000 compounds, 0.065% hits;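 active = GFP response relative to DMSO above a set limit, near the screen mean plus 3 SD, cut at about 150% in these data; inconclusive = Fewer than 70 cells measured for a yeast strain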;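 also: ratio of well median GFP fluorescence to mean of DMSO wells on the plate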
# MEP2-GFP yeast = alters MEP2-GFP fluorescence in TOR pathway yeast screen; GFP response vs DMSO, % at 10 µM; S. cerevisiae MEP2-GFP strain, flow cytometry GFP, 3 h; 100% = DMSO control level; AID 2016; 330,000 compounds, 0.51% hits;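 active = GFP response versus DMSO above a set limit, roughly screen mean plus 3 SD, cut at about 180% in these data; inconclusive = fewer than 70 cells counted for a yeast strain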;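 also: median GFP fluorescence of the barcode-gated MEP2-GFP cells per well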
# AGP1-GFP MLPCN = yeast TOR pathway AGP1-GFP modulation; AID 2066; S. cerevisiae AGP1-GFP multiplex flow cytometry, 3 h; GFP as percent of DMSO wells; GFP response vs DMSO, % at 10 µM; 320,000 compounds, 0.02% hits;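 active = GFP response relative to DMSO above a set limit, near screen average plus 3 SD, cut at about 150% in these data; inconclusive = fewer than 70 cells counted for the yeast strain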;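 also: median GFP channel fluorescence of the gated AGP1 strain per well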
# RPL19A-GFP yeast = modulators of TOR pathway RPL19A-GFP in S. cerevisiae; S. cerevisiae RPL19A-GFP strain, flow cytometry, 3 h; active compounds read low; percent response vs DMSO, % at 10 µM; 330,000 compounds, 0.3% hits;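 active = percent response vs DMSO below 50%; inconclusive = fewer than 70 events counted for the yeast strain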;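 also: median channel GFP fluorescence of the barcoded RPL19A-GFP strain; ratio of sample median GFP to plate DMSO average so 100% = DMSO; lower means less RPL19A-GFP as with rapamycin TOR inhibition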
# VLA-4 inh = inhibition in a human VLA-4 binding assay | P13612 | VLA-4 expressing cells, ligand binding flow cytometry | inhibition, % (about 7 µM as worked out from the volumes in the protocol) | 330,000 compounds, 0.2% hits | AID 2557; in the data active = inhibition above about 50%
# Active calls of the source: *; ? = inconclusive; . = no result given; [ ] = dose if it differs, or a comment.
# Start of the data: the first 15 compounds (preview)
SMILES,Yeast superoxide,GRK2 aptamer HTS,LAP4-GFP MLPCN,CIT2 TOR yeast,MEP2-GFP yeast,AGP1-GFP MLPCN,RPL19A-GFP yeast,VLA-4 inh
CC(/C=N/n1c(-c2n[nH]c3c2CCC3)n[nH]c1=S)=C\c1ccco1,101,1,104,91,104,94,98,32
CCn1c(SCC(=O)Nc2ccccc2N2CCCCC2)nc2c1c(=O)n(C)c(=O)n2C,101,6,98,103,103,100,97,-19
COc1ccc(C2c3sc(=O)[nH]c3SC3C4CCC(C4)C23)cc1 (stereo not drawn),92,0,106,91,98,107,97,4
Cc1ccc(S(=O)(=O)Nc2ccc(-n3c(C)nc4ccccc4c3=O)cc2)cc1,100,0,101,101,100,108,99,0
O=C(OCCCN=C1NS(=O)(=O)c2ccccc21)c1ccccc1,107,0,94,96,100,98,114,9
CC(=O)Oc1ccc2oc3c(c2c1)C(=O)CCC3,108,0,100,93,105,100,95,-14
CC1(C2CC2)NC(=O)N(CC(=O)NCc2ccc(Cl)cc2Cl)C1=O (stereo not drawn),108,0,97,92,95,95,92,-11
Cn1c(N/N=C/c2cccs2)nc2c1c(=O)n(Cc1ccccc1)c(=O)n2C,100,1,92,96,97,96,99,4
Cc1nc2c(-c3ccccc3)c[nH]n2c(=O)c1Cc1ccccc1,124,0,97,85,104,93,97,3
CCOc1ccc2nc(N/C(N)=N/S(C)(=O)=O)nc(C)c2c1,93,1,109,103,102,113,97,0
CCOc1ccccc1NC(=O)CSc1c(C)n[nH]c1C,134,1,93,88,93,88,89,1
CCSc1ccc(-c2cccc([N+](=O)[O-])c2)nn1,92,0,104,87,97,98,95,6
O=C(Cc1ccc(-n2c(=S)[nH]c3ccccc3c2=O)cc1)N1CCN(c2ccccc2)CC1,65*,0,106,114,110,108,106,-4
N#Cc1ccc(OCC(=O)N/N=C(\CCC(=O)O)c2cccs2)cc1,87,0,108,103,104,105,97,7
CCc1cc(C(=O)N2CCN(c3ncccn3)CC2)sc1C,100,1,116,99,97,95,100,8

# This part in full, from the start:
SMILES,Yeast superoxide,GRK2 aptamer HTS,LAP4-GFP MLPCN,CIT2 TOR yeast,MEP2-GFP yeast,AGP1-GFP MLPCN,RPL19A-GFP yeast,VLA-4 inh
CC(/C=N/n1c(-c2n[nH]c3c2CCC3)n[nH]c1=S)=C\c1ccco1,101,1,104,91,104,94,98,32
CCn1c(SCC(=O)Nc2ccccc2N2CCCCC2)nc2c1c(=O)n(C)c(=O)n2C,101,6,98,103,103,100,97,-19
COc1ccc(C2c3sc(=O)[nH]c3SC3C4CCC(C4)C23)cc1 (stereo not drawn),92,0,106,91,98,107,97,4
Cc1ccc(S(=O)(=O)Nc2ccc(-n3c(C)nc4ccccc4c3=O)cc2)cc1,100,0,101,101,100,108,99,0
O=C(OCCCN=C1NS(=O)(=O)c2ccccc21)c1ccccc1,107,0,94,96,100,98,114,9
CC(=O)Oc1ccc2oc3c(c2c1)C(=O)CCC3,108,0,100,93,105,100,95,-14
CC1(C2CC2)NC(=O)N(CC(=O)NCc2ccc(Cl)cc2Cl)C1=O (stereo not drawn),108,0,97,92,95,95,92,-11
Cn1c(N/N=C/c2cccs2)nc2c1c(=O)n(Cc1ccccc1)c(=O)n2C,100,1,92,96,97,96,99,4
Cc1nc2c(-c3ccccc3)c[nH]n2c(=O)c1Cc1ccccc1,124,0,97,85,104,93,97,3
CCOc1ccc2nc(N/C(N)=N/S(C)(=O)=O)nc(C)c2c1,93,1,109,103,102,113,97,0
CCOc1ccccc1NC(=O)CSc1c(C)n[nH]c1C,134,1,93,88,93,88,89,1
CCSc1ccc(-c2cccc([N+](=O)[O-])c2)nn1,92,0,104,87,97,98,95,6
O=C(Cc1ccc(-n2c(=S)[nH]c3ccccc3c2=O)cc1)N1CCN(c2ccccc2)CC1,65*,0,106,114,110,108,106,-4
N#Cc1ccc(OCC(=O)N/N=C(\CCC(=O)O)c2cccs2)cc1,87,0,108,103,104,105,97,7
CCc1cc(C(=O)N2CCN(c3ncccn3)CC2)sc1C,100,1,116,99,97,95,100,8
COc1ccc(-c2ccc([C@H]3[C@H]4C=CC[C@@H](C)[C@@H]4C(=O)N3Cc3ccccc3)c(F)c2)cc1OC,102,0,127,67,93,80,95,7
COc1cccc(Nc2ccc(C(=O)O)cc2[N+](=O)[O-])c1,144,3,96,104,113,87,109,7
CCOC(=O)CC1Sc2ccccc2NC1=S (stereo not drawn),94,0,120,111,92,113,98,-1
O=C(c1cnn2c(C(F)F)cc(C3CC3)nc12)N1CCOCC1,99,0,100,103,101,100,97,15
COc1ccc(-c2ccc(=O)n(Cc3cc(=O)n4ccccc4n3)n2)cc1,96,0,100,99,103,95,99,3
O=C1C2C3C=CC(C4CC34)C2C(=O)N1Cc1ccco1 (stereo not drawn),96,1,105,96,103,101,101,24
COc1cc2c(cc1OC)C(COc1cc(C)cc(C)c1)N(C(C)=O)CC2 (stereo not drawn),139,3,93,94,80,96,93,7
C[C@@H]1CC=C[C@H]2[C@H]1C(=O)N(Cc1ccccc1)[C@H]2c1ccc(/C=C/c2ccccc2)cc1F,99,1,93,95,101,100,99,36
CCn1c(CNC(=O)COc2ccc(C(C)C)cc2)nnc1SCC(=O)NC1CCCCC1C (stereo not drawn),108,0,100,103,113,106,103,-7
O=C(O)CSc1nnc(Cn2nnc3ccccc32)n1CCc1ccccc1,116,4,103,91,99,98,100,7
COc1ccc(C(=O)NCCSCc2ccccc2)cc1OC,107,0,105,91,106,86,98,7
NC(=O)N/N=C/c1ccc([N+](=O)[O-])o1,114,5,99,82,103,82,102,21
O=C(C[C@H]1C/C=C\C[C@@H](Cc2ccc(F)cc2)C(=O)OC[C@H]2CCCN2C1=O)N[C@@H](CO)Cc1ccccc1,87,11,101,89,98,99,96,-3
CC1CN(C(=O)Cn2c(C(F)(F)F)nc3ccccc32)CC(C)O1 (stereo not drawn),94,0,94,.,100,101,100,-3
Cc1cc(Nc2nnnn2-c2ccccc2)n(-c2ccc(Cl)cc2)n1,99,1,101,94,109,105,104,8
O=C(CNc1ccc(F)cc1)N/N=C/C1CC=CCC1 (stereo not drawn),84,0,101,100,98,101,97,-4
O=C(c1cccnc1)N1CCN(c2ccc3ccccc3n2)CC1,105,2,96,103,98,107,99,-23
Cc1ccc(NC(=O)c2cc(S(=O)(=O)NCCC3=CCCCC3)ccc2F)cc1F,97,4,99,105,101,102,104,6
COCCN(C(=O)CCc1nnc(CCc2c[nH]c3ccccc23)o1)C(C)C,114,1,85,99,101,95,97,-2
COc1cccc(CN(C)C(=O)c2cccc(OCc3ccccc3)c2)c1,88,2,105,90,101,90,92,9
Cc1ccc(S(=O)(=O)N2CCOCC2)c2nsnc12,101,0,111,102,105,110,104,0
CCOc1cc(/C=N/Nc2cc(C)nc(-n3nc(C)cc3C)n2)ccc1O,95,0,101,105,110,100,111,15
CC(C)(C)C(=O)Nc1ccc(C(=O)N/N=C/c2ccccc2OC(=O)c2ccccc2)cc1,94,0,100,99,103,100,100,0
CCOC(=O)C1=C(COc2ccccc2)NC(=O)NC1c1cccc([N+](=O)[O-])c1 (stereo not drawn),101,0,108,65,92,75,96,38
COc1ccc(Cl)cc1-c1n[nH]c(=S)n1C,95,2,98,97,120,110,103,0
Cc1cccc(Oc2ncc(-c3ccc(Cl)cc3)cn2)c1,114,0,102,96,105,98,102,-4
Cc1cc(C(=O)OCC(=O)N(CC(C)C)c2c(N)n(Cc3ccccc3)c(=O)[nH]c2=O)c(C)o1,97,1,105,106,106,107,98,6
COc1ccc2c(c1)cc(C(=O)O)n2C,120,0,112,102,104,95,102,3
Cn1c(=S)[nH]c2c(c1=O)C(C)(C)Cc1ccccc1-2,70,2,104,88,101,90,94,7
Cc1c(F)cccc1NS(=O)(=O)c1ccc2c(c1)c(C)cc(=O)n2C,93,1,86[may fluoresce violet],?,107[may fluoresce violet],95[may fluoresce violet],100[may fluoresce violet],21
Cc1onc(-c2ccccc2)c1C(=O)Nc1cccc2nsnc12,98,0,88,91,92,.,89,3
N#Cc1c(F)cccc1N1CCOCC1,104,2,99,104,100,104,103,13
CCOC(=O)c1c(NS(=O)(=O)c2cccc(OC)c2)sc2c1CCC2,81,2,97,106,99,92,101,2
N/C(=N\OC(=O)c1ccc(Br)o1)c1cccnc1,98,0,97,99,102,96,104,3
COc1ccc(-c2cnc(NCc3cc4c(cc3[N+](=O)[O-])OCO4)n2C)cc1,105,0,89,94,99,102,99,6
O=C(O)c1ccc(/C=N/N2CCN(Cc3cccc4ccccc34)CC2)cc1,91,0,123,.,101,101,93,9
CCOC(=O)c1c(C)[nH]c(C(=O)CN2C(=O)NC(C)(c3ccc4ccccc4c3)C2=O)c1C (stereo not drawn),91,0,97,89,101,102,95,3
O=C(CNS(=O)(=O)c1ccccc1)OCC(=O)c1c[nH]c2ccccc12,88,27,95,107,100,103,99,-114
COC(=O)CCCC(=O)N(C)CC1CCCN(CCc2ccccc2C)C1 (stereo not drawn),111,0,93,106,107,92,100,-9
CC(C)c1ccc(NC(=O)C[n+]2ccn(C3=C([O-])c4ccccc4C3=O)c2)cc1,93,5,91,97,88,95,94,-3
COC(=O)c1[nH]c2ccccc2c1NC(=O)CN1CCN(c2cccc(Cl)c2)CC1,106,0,95,105,98,92,95,2
CCOc1cc(/C=C2\N=C(C)OC2=O)cc(Br)c1OCC(=O)OC,97,3,188*,99,98,88,99,2
COc1ccccc1CCCNC(=O)C1CCC(=O)N(CCCN2CCCC2=O)C1 (stereo not drawn),90,0,88,102,113,97,98,0
CC(=O)c1cc(C(=O)N2CCCC(CCC(=O)N(C)CCc3ccccn3)C2)cs1 (stereo not drawn),97,0,103,100,97,103,96,2
CCOc1ccc(-n2cc(C(=O)Nc3cccc(C)n3)c3cc(OC)c(OC)cc3c2=O)cc1,102,0,98,107,108,102,99,-8

# Laid out differently: 2 of the compounds above.
Compound	Yeast superoxide	GRK2 aptamer HTS	LAP4-GFP MLPCN	CIT2 TOR yeast	MEP2-GFP yeast	AGP1-GFP MLPCN	RPL19A-GFP yeast	VLA-4 inh
N#Cc1c(F)cccc1N1CCOCC1	104	2	99	104	100	104	103	13
CCOC(=O)c1c(NS(=O)(=O)c2cccc(OC)c2)sc2c1CCC2	81	2	97	106	99	92	101	2

# Further compounds follow:
SMILES,Yeast superoxide,GRK2 aptamer HTS,LAP4-GFP MLPCN,CIT2 TOR yeast,MEP2-GFP yeast,AGP1-GFP MLPCN,RPL19A-GFP yeast,VLA-4 inh
Cc1ccc(NS(=O)(=O)c2ccc(C(=O)N3CCCCCC3)cc2)cc1,106,1,102,96,99,100,104,-7
COc1cccc(/C=C2\SC(=O)N(CCC(=O)N3CCCCC3CCO)C2=O)c1 (stereo not drawn),103,0,82,98,110,93,99,21
O=c1c(-c2ccc(Oc3ccccc3)cc2)[n+]([O-])c2ccccc2n1OCc1ccccn1,119,3,98,100,99,100,97,16
Cc1ccc(N2C(=O)CC(Sc3ncn[nH]3)C2=O)cc1C (stereo not drawn),92,4,151*,91,90,95,98,14
Cc1ccc(C)c(N2CCN(C(=O)CCS(=O)(=O)c3ccc4c(c3)NC(=O)C(C)S4)CC2)c1 (stereo not drawn),103,3,99,98,107,98,103,0
